# Screening data (PubChem)
# BLM inh = blocks DNA unwinding by human BLM helicase; P54132; recombinant BLM DNA unwinding, fluorescence dequenching; Potency, µM (titrated, usually from 56.1 µM), for the others: top-dose activity change, negative = inhibition, usual class: inhibitors; actives 0.2% (n = 350,000);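 also: plate controls were vehicle for no effect and no enzyme for full effect; nearly all actives have a fitted effect of over 35% in size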
# BAZ2B block = blocks human BAZ2B; actives 4.4% (n = 360,000); AID 504333; Potency, µM (highest dose often 114 µM), without a hit: top-dose activity change, negative = inhibition, most hits filed as inhibitors; AlphaScreen BAZ2B-H3K14Ac peptide displacement; Q9UIF8; also: % is scaled to controls: 0 for no effect and ±100 for the full control effect; nearly all actives have a fitted effect of over 60% in size
#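 In this displacement format the biotinylated H3(5-23) peptide acetylated at Lys14 serves as ligand at 50 nM, with BAZ2B at 50 nM in PBS pH 7.4 containing 0.01% Tween-20. Donor and acceptor beads are 10 ug/mL final.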
# GLS inh = blocks human kidney-isoform glutaminase activity | O94925 | actives 0.21% (n = 410,000) | Potency, µM (series often up to 45.5 µM), for the others: top-dose activity change, negative = inhibition, most hits filed as inhibitors | GLS enzymatic activity, qHTS titration; also: % is scaled to controls: 0 for no effect and ±100 for the full control effect
#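 hKGA in 45 mM KH2PO4 pH 8.2, 0.02% Tween-20 with pin-transferred compounds; 1 mM L-glutamine (stock) plus glutamate oxidase/HRP/Amplex Red coupling added. Fluorescence read initially and after 30 min at RT.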
# HP1b binding inh = blocks HP1-beta chromodomain binding to methylated histone tails; P83916; AlphaScreen HP1-beta / biotin-H3K9me3 peptide binding; Potency, µM (titrated, usually from 114 µM), for inactives: at the top dose activity change, negative = inhibition, usual class: inhibitors; actives 0.56% (n = 390,000); also: nearly all actives have a fitted effect of over 70% in size; inactives centre near 23
# Target sequence (P83916 whole entry, looked up): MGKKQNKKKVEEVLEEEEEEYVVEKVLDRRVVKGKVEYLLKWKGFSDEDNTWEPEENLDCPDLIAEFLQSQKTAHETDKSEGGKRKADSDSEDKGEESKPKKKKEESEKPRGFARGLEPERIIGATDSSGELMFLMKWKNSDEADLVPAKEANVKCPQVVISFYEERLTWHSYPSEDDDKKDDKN
#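 HP1-beta protein (50 nM final) preincubated 30 min at room temperature with biotinylated H3(1-18)K9me3 peptide (50 nM) in PBS pH 7.4, 0.01% Tween-20, then compound added for 30 min. AlphaScreen streptavidin donor/nickel chelate acceptor beads (10 ug/mL final), 30 min dark, luminescence read.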
# Tb PGK inh = T. brucei PGK inhibition | P07378 | PGK/GAPDH coupled, Kinase-Glo luminescence, 60 min | Potency, µM (titrated, usually from 57.5 µM), for inactives: at the highest dose activity change, negative = inhibition, actives largely listed as inhibitors | actives 0.043% (n = 380,000) | AID 602233; also: % is scaled to controls: 0 for no effect and ±100 for the full control effect; nearly all actives have a fitted effect of over 60% in size
# Target sequence (P07378 whole entry, looked up): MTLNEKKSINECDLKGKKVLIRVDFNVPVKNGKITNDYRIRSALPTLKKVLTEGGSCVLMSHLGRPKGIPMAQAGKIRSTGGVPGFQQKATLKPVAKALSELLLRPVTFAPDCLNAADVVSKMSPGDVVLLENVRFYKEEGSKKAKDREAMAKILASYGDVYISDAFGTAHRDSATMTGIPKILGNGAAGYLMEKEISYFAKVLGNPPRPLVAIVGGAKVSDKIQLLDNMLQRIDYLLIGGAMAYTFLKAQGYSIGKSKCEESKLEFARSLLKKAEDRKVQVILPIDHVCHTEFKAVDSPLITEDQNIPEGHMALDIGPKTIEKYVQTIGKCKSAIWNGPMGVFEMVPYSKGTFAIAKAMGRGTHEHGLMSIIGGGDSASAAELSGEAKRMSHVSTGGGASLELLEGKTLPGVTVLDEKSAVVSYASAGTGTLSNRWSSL
#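 Recombinant glycosomal PGK reaction used 1,3-bisphosphoglycerate generated in-well by GAPDH (100nM final) in 100mM TEA pH 7.6, 5mM MgCl2, 0.01% Tween-20. After 60 minutes at room temperature, ATP was read by Kinase-Glo Plus luminescence end-point.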
# G9a inh = blocks human histone lysine methyltransferase G9a; Q96KQ7; G9a H3K9 monomethylation, AlphaScreen, 2 h; Potency, µM (titrated, usually from 102 µM), for the others: top-dose activity, negative = inhibition, actives largely listed as inhibitors; actives 8.8% (n = 350,000); AID 504332; also: % is scaled to controls: 0 for no effect and ±100 for the full control effect; nearly all actives have a fitted effect of over 75% in size
# Target sequence (Q96KQ7 913-1193 limits assumed): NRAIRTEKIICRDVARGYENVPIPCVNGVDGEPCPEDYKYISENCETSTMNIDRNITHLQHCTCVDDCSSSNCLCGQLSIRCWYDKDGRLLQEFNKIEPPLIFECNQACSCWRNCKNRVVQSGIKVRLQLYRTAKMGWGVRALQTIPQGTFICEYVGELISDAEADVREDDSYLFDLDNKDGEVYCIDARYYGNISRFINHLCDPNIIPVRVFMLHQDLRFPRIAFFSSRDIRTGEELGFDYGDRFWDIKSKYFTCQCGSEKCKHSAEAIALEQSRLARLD
#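 G9a (20 nM) was preincubated 15 min with compound, then reacted 2 h at room temperature with 500 nM biotin-H3K9 peptide and 20 µM SAM. Monomethyl-H3K9 detected by AlphaScreen using anti-H3K9me1 antibody.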
# Pol iota inh = inhibitors of human DNA polymerase iota; Pol iota fluorescent replication assay, 10 min; Potency, µM (titrated, usually from 115 µM), for inactives: at the top dose activity, negative = inhibition, most hits filed as inhibitors; actives 1% (n = 390,000)
#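 Fluorescent replication assay read twice, at 0 min and 10 min after adding 50 nM (final) substrate. Enzyme (10 nM) and compounds were first incubated 15 min at room temperature; enzyme-free buffer wells were negative controls.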
# JMJD2A Tudor = inhibitors of human JMJD2A Tudor domain; Potency, µM (highest dose often 114 µM), for inactives: at the top dose activity change, negative = inhibition, hits mostly inhibitors; AlphaScreen JMJD2A-Tudor / H3K4me3 peptide binding; actives 4.4% (n = 390,000); O75164; also: % is scaled to controls: 0 for no effect and ±100 for the full control effect; nearly all actives have a fitted effect of over 50% in size
# Pin1 inh = inhibitors of human Pin1. Q13526. Pin1 FP peptide displacement, HiFluor488, 10 min. Potency, µM (highest dose often 115 µM), inactives show at the highest dose activity, negative = inhibition, hits mostly inhibitors. actives 0.009% (n = 390,000). AID 504891; active = well fitted inhibition curve with a large enough effect in the polarisation, with a control signal flat, not every such curve was filed as active; inconclusive = small, poorly fitted or top-dose-only effect, or effect the other way, or a change in a side signal; inactive = no such curve, though single readings can be large or run the other way; the % refers to the polarisation; also: % is scaled to controls: 0 for no effect and ±100 for the full control effect
# Target sequence (Q13526 whole entry, looked up): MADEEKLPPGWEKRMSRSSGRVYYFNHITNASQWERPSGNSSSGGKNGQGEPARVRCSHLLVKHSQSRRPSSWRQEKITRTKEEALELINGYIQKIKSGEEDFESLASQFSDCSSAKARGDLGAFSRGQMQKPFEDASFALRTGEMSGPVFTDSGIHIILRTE
# Active calls of the source: *; i = inactive; ? = inconclusive; . = not tested or not shown; & = joins results of further samples; [ ] = dose if it differs, or a comment. Unless noted, calls follow the shape of the dose curve; as a rule, active = well fitted curve in the direction sought with a large enough effect; inconclusive = small, poorly fitted or top-dose-only effect, or another doubt; inactive = no such curve, though single readings can be large; an effect the other way counts as inactive or inconclusive. Potency is read from the fitted curve at half-maximal effect. The list is partial. The share of hits here may be higher or lower than overall.
SMILES,BLM inh,BAZ2B block,GLS inh,HP1b binding inh,Tb PGK inh,G9a inh,Pol iota inh,JMJD2A Tudor,Pin1 inh
COCCNC(=O)c1ccccc1NC(=O)c1ccccc1N(C)S(=O)(=O)c1ccc(C)cc1,0%,1%,7%,14%,-6%,?,-4%,-11%,-2%
CCCCCCSc1ccc([C@H]2N[C@@](CC(C)C)(C(=O)OC)[C@H]3C(=O)N(C)C(=O)[C@@H]23)cc1OC,.,-2%,1%,15%,4%,9%[12.7 µM],-5%,?,0%
CCOC(=O)C1CCCN(Cc2cn3c(-c4cccc(Br)c4)nnc3s2)C1 (stereo unspecified),-3%,?,-1%,31%,10%,7%[59 µM],-3%,-12%,-7%
O=S(=O)(Cc1ccccc1)Nc1ccc(Br)cn1,-2%,-14%,-1%,63%[activator],-3%,71µM*,21%,-3%,0%
Cc1cc(-c2nnc(SCC(=O)c3ccc4c(c3)OCCO4)o2)no1,-6%,-35%,13%,14%,3%,6%[59 µM],54%[activator],?,6%
C=CCNC(=O)COc1ccc(Oc2ccccc2)cc1,-2%,-1%,-10%,45%[activator],-8%,-27%,79%[activator],19%,5%
CN(C(=O)c1ccccc1C(=O)OCC(=O)NC(=O)NC(C)(C)C)C1CCCCC1,-4%,-16%,0%,39%[activator],i,-11%,56%[activator],-13%,-6%
Cc1nnsc1C(=O)Nc1ccc(S(=O)(=O)N2CCCCC2C)cc1 (stereo unspecified),-2%,-5%[57.1 µM],-1%,17%,2%,?,31%,-12%,-2%
COc1cccc(OC(=O)CSc2nnc(-c3ccc4c(c3)OCO4)o2)c1,-7%,-3%,1%,22%,0%,-32%[59 µM],5%,-31%,28%
CCOc1ccccc1NC(=O)C(=O)Nc1ccc2nc3n(c(=O)c2c1)CCCCC3,-6%,-11%,5%,11%,1%,-3%[59 µM],19%,-25%,1%
O=C(CN(C(=O)c1csnn1)c1cccc(Cl)c1)NCCc1ccccc1,2%,6%,2%,8%,6%,28%,102%[activator],-9%,-1%
O=S(=O)(Nc1cc(Cl)ccc1-n1cncn1)c1ccccc1Cl,.,4%,-3%,28%,2%,?,-10%,-4%,1%
Cc1ccc(N2C(=O)CSC2c2ccccn2)cc1Cl (stereo unspecified),-7%,41%[activator][57.1 µM],5%,37%[activator],-4%,21%[59 µM],-7%,-13%,-3%
CCC(C)NC(=O)[C@H](CSCc1ccccc1)N1Cc2ccccc2C1=O (stereo partly specified),0%,-3%,-2%,64%[activator],8%,9%,20%,-8%,0%
CCCCN1C(=O)/C(=C/C=C2\Oc3ccccc3N2CC)SC1=S,-4%,?,6%,13%,-6%,17%[0.501 µM],?,-9%,?

# Rewritten with values under each structure: 7 of the compounds above
# Order of results: BLM inh	BAZ2B block	GLS inh	HP1b binding inh	Tb PGK inh	G9a inh	Pol iota inh	JMJD2A Tudor	Pin1 inh
- CCCCCCSc1ccc([C@H]2N[C@@](CC(C)C)(C(=O)OC)[C@H]3C(=O)N(C)C(=O)[C@@H]23)cc1OC
→ .	-2%	1%	15%	4%	9%[12.7 µM]	-5%	?	0%
- O=S(=O)(Cc1ccccc1)Nc1ccc(Br)cn1
→ -2%	-14%	-1%	63%[activator]	-3%	71µM*	21%	-3%	0%
- CCOC(=O)C1CCCN(Cc2cn3c(-c4cccc(Br)c4)nnc3s2)C1 (stereo unspecified)
→ -3%	?	-1%	31%	10%	7%[59 µM]	-3%	-12%	-7%
- O=C(CN(C(=O)c1csnn1)c1cccc(Cl)c1)NCCc1ccccc1
→ 2%	6%	2%	8%	6%	28%	102%[activator]	-9%	-1%
- CCOc1ccccc1NC(=O)C(=O)Nc1ccc2nc3n(c(=O)c2c1)CCCCC3
→ -6%	-11%	5%	11%	1%	-3%[59 µM]	19%	-25%	1%
- Cc1cc(-c2nnc(SCC(=O)c3ccc4c(c3)OCCO4)o2)no1
→ -6%	-35%	13%	14%	3%	6%[59 µM]	54%[activator]	?	6%
- CN(C(=O)c1ccccc1C(=O)OCC(=O)NC(=O)NC(C)(C)C)C1CCCCC1
→ -4%	-16%	0%	39%[activator]	i	-11%	56%[activator]	-13%	-6%

# (more compounds)
SMILES,BLM inh,BAZ2B block,GLS inh,HP1b binding inh,Tb PGK inh,G9a inh,Pol iota inh,JMJD2A Tudor,Pin1 inh
Cc1nc2ccccc2nc1OCC(=O)Nc1ccc2ccccc2c1,-2%,1%,-11%,30%,i,20%[59 µM],?,-10%,?
COc1cc(CCC(=O)OCC(=O)NC(=O)c2ccc(Cl)cc2)cc(OC)c1OC,-2%,1%,14%,3%,-4%,4%,16%,-7%,1%
Cc1cccc(CC(=O)NC2CC(=O)N(c3ccc4c(c3)OCCO4)C2)c1 (stereo unspecified),0%,-1%,-5%,24%,i,-6%[59 µM],17%,2%,-1%
Cc1ccc(/C=N/NC(=O)c2cccc(S(=O)(=O)Nc3ccccc3Cl)c2)s1,3%,4%,-2%,-2%,-2%,50µM*,1%,?,?
O=C(c1cccc(S(=O)(=O)N2CCOCC2)c1)N(Cc1ccc(F)cc1)Cc1ccco1,-12%,-33%,2%,13%,0%,25%[12.7 µM],25%,-32%,6%
CC1CCC(NC(=O)CN2CCN(S(=O)(=O)c3cccs3)CC2)CC1 (stereo unspecified),.,8%,-4%,21%,-13%,-3%[2.33 µM],49%[activator],-20%,-8%
O=C(Nc1ccnn1C1CCN(Cc2ccc(C#CCCO)cc2)CC1)c1cccc(F)c1,1%,-6%,-1%,23%,4%,24%,13%,-23%,-1%
O=C(O)c1cc([N+](=O)[O-])ccc1NCc1cccnc1,2%,-4%,3%,37%,-2%,8%,62%[activator],-6%,9%
Cn1c(=O)c2c(nc(CN3CCOCC3)n2CCN2CCOCC2)n(C)c1=O,-12%,33%[activator],0%,-14%,-2%,-40%[12.7 µM],1%,-20%,1%
COCCNC(=O)Cn1nc(C(F)(F)F)c(Br)c1C,3%,1%,2%,39%,.,19%[12.7 µM],26%,-15%,-6%
Cc1c(C)n(CCN(C)C)c2ncnc(NCc3ccccc3)c12,2%,-34%,-2%,-10%,-11%,?,171%[activator],-33%,-1%
COc1cc(C(=O)Nc2nccs2)ccc1OCc1c(C)noc1C,-1%,?,-2%,23%,-8%,?,11%,-25%,2%
Cc1cccc(-c2n[nH]c(=S)n2/N=C/C=C/c2ccco2)c1,-27%,?,-1%,?,-12%,1.6µM*,13µM*,20µM*,?
CCn1c(=O)c(C(=O)CN2CCN(S(=O)(=O)c3ccccc3)CC2)c(N)n(Cc2ccccc2)c1=O,-3%,-13%,2%,2%,-8%,-7%,139%[activator],?,2%
CN(C)C(=O)c1c([N+](=O)[O-])c(C(C)(C)C)nn1C,1%,0%,0%,36%,-4%,-3%,19%,-7%,-6%

# Among those listed so far, these contain a nitro group on carbon:
SMILES,BLM inh,BAZ2B block,GLS inh,HP1b binding inh,Tb PGK inh,G9a inh,Pol iota inh,JMJD2A Tudor,Pin1 inh
O=C(O)c1cc([N+](=O)[O-])ccc1NCc1cccnc1,2%,-4%,3%,37%,-2%,8%,62%[activator],-6%,9%
CN(C)C(=O)c1c([N+](=O)[O-])c(C(C)(C)C)nn1C,1%,0%,0%,36%,-4%,-3%,19%,-7%,-6%

# (next part)
SMILES,BLM inh,BAZ2B block,GLS inh,HP1b binding inh,Tb PGK inh,G9a inh,Pol iota inh,JMJD2A Tudor,Pin1 inh
CC12CCC(=O)N1C(C(=O)Nc1cccc(S(=O)(=O)N3CCCCC3)c1)CS2 (stereo unspecified),.,-2%,0%,14%,-3%,-40%,?,-16%,-3%
c1cc(N2CCCC2)ccc1C(c1nnnn1C1CCCCC1)N1CCOCC1 (stereo unspecified),-8%,?,2%,-18%,2%,10µM*,-15%,?,1%
COc1cc(-c2nc3cnccn3c2NC(C)(C)CC(C)(C)C)ccc1O,-8%,6%,-10%,41%[activator],-8%,-2%[0.501 µM],-9%,-15%,1%
Cc1ccc(-c2nc(CS(=O)CC(=O)NCCN3CCCCCC3)c(C)o2)cc1 (stereo unspecified),-10%,-25%,29%,37%[activator],-4%,?,-11%,-2%,0%
COc1ccccc1N=Cc1c(C)[nH]n(-c2ccc(C)cc2C)c1=O,0%,-32%,10%,?,-13%,50µM*,78%[activator],?,-1%
O=C(NC(=S)N1CCN(c2nc(-c3ccccc3)cs2)CC1)c1cccnc1,1%,-38%,15%,-15%,-1%,-24%[59 µM],27%,-31%,6%
O=C(NCCCN1CCN(c2ccc(F)cc2)CC1)c1cc2c(Cl)nc3ccccc3c2s1,-1%,-16%,6%,24%,-6%,-3%[59 µM],24%,-12%,2%
CCOc1ccc(-n2c(SCC(=O)Nc3cc(C)on3)nc3c(c2=O)SCC3)cc1,-4%,0%,0%,-3%,-4%,-5%,-1%,-18%,5%
COc1ccc(-c2nnc3ccc(SCC(=O)N4CCOCC4)nn23)cc1,0%,4%,-18%,37%,-3%,22µM*,-26%,-8%,2%
Cc1c(C(=O)N2CCCCC2)c(S(=O)(=O)N(C)Cc2ccccc2)c(C)n1C,0%,-22%[57.1 µM],0%,8%,-10%,-26%,-12%,-12%,-6%
COc1cc(N=Cc2c(O)[nH]c3ccccc23)cc(OC)c1OC,-10%,?,-8%,-9%,3%,?,?,-36%,-5%
CN1CCN(c2c(F)cc3c(=O)c(C(=O)O)cn(CCF)c3c2F)CC1,-3%&-7%,-2%,-3%,.,.,-37%[12.7 µM],.,.,.
CCOC(=O)N1CCC(NC(=O)CSCc2nc(-c3ccc(OCC)cc3)oc2C)CC1,-1%,-5%,-13%,34%,7%,-7%[0.0925 µM],39%[activator],-18%,-1%
Cc1ccccc1CNC(=O)C1CCCN(c2cnccn2)C1 (stereo unspecified),-6%,-26%,-4%,11%[57 µM],-3%,-4%,11%,-9%,1%
COc1ccc(/C=N\NC(=O)C2=NNC(=O)C2C)cc1 (stereo unspecified),-3%,?,29%,17%,-7%,27%[0.0925 µM],3%,?,1%
